From PubChem BioAssay
D2 PAM – positive allosteric modulators of human D2 dopamine receptor; P14416; HEK293 T-REx D2, calcium flux, EC20 dopamine potentiation; potentiation, % at 10 µM; 340,000 compounds, 0.34% hits; AID 485347;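 active = potentiation over 3 SD above the plate norm, cut at about 30% in these data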; note: 0% is about no effect
Target sequence (P14416 whole entry, looked up): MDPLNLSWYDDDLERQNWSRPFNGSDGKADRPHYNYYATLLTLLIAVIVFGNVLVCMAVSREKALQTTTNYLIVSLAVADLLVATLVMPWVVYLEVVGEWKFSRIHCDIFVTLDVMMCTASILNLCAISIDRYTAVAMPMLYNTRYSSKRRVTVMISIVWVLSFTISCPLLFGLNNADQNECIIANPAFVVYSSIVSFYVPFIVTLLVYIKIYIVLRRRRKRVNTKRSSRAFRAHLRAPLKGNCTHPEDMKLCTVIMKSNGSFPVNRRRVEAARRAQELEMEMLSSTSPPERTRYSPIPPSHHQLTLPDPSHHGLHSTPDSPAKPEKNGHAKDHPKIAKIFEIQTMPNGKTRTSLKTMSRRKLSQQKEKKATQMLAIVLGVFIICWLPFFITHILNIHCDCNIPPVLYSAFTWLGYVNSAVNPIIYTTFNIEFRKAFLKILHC
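Using a no-wash calcium dye in inducible, force-coupled HEK293 Trex cells expressing D2, we tracked fluorescence each second for 180 s after compound, then for 180 s after EC20 dopamine to detect augmented signalling.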
RXFP1 agonist – activates the human relaxin receptor RXFP1 | Q9HBX9 | HEK293T-RXFP1 cAMP TR-FRET, 30 min; response scale: percent of porcine relaxin response, buffer zero | Potency, µM (titrated, usually from 57.5 µM), for the others: top-dose activation, hits mostly activators | 370,000 compounds, 0.3% hits | AID 2676; note: potency is the fitted concentration of half-maximal effect; % is set by controls: 0 for no effect and ±100 for the full control effect; nearly all actives have a fitted effect of over 60% in size; many of its hits are not listed in these tables
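cAMP rise read by TR-FRET after 30 min, 37C compound exposure (up to 58 uM) in RXFP1-transfected HEK293 cells with Ro 20174 present. EC50 from Hill-equation fits, with 29 nM porcine relaxin as 100% and buffer as basal.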
D1 potentiator – potentiators of human D1 dopamine receptor | P21728 | HEK293 TREx D1 cells, calcium flux, dopamine EC20 potentiation | potentiation, % at 10 µM | 360,000 compounds, 0.036% hits | AID 504651; in the data active = potentiation above about 30%; note: 0% is about no effect
Target sequence (P21728 whole entry, looked up): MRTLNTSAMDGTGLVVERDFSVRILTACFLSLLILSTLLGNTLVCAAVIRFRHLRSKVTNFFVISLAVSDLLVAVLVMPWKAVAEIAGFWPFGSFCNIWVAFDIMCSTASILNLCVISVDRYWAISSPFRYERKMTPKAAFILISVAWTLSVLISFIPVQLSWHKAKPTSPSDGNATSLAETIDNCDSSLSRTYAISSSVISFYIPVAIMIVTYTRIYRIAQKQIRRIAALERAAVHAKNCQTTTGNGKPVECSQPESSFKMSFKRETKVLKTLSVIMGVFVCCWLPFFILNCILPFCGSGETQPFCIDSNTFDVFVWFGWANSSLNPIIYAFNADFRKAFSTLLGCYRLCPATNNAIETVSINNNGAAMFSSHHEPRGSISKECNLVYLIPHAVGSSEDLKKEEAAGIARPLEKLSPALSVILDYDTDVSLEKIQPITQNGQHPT
D1 agonist – human D1 receptor agonism; HEK293 T-REx D1 cells, calcium flux, agonist mode; activation, % at 2 µM; 360,000 compounds, 1% hits; in the data active = activation above about 30%; note: 0% is about no effect
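Tetracycline-induced HEK293 TREx D1 cells, force-coupled to calcium signalling, were dye-loaded with a no-wash calcium kit. Compound was pin-added after a 10 s baseline. Fluorescence was read kinetically at 1 cycle/s for 180 s, with calcium rises flagged as agonism.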
LDHA inh – blocks human lactate dehydrogenase A; purified LDHA, NADH/diaphorase-resazurin fluorescence; active compounds read low; activity change, % (values are at about 110 or 230 µM); 480,000 compounds, 0.15% hits; in the data active = activity change below about -30%; inconclusive = mostly about -25% to -30%;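 note: plate controls were DMSO wells for no effect and wells without enzyme for full effect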
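Enzyme activity of human lactate dehydrogenase 5 (2 nM; 0.06 mM NADH, 0.2 mM pyruvate, 5 min, RT) is measured via a resazurin/diaphorase fluorescence readout of residual NADH.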
Glioma ERSR ind – induces the endoplasmic reticulum stress response in human glioma cells; U87-MG GRP78 promoter luciferase reporter, 16 h; Potency, µM, inactives show at the highest dose activation, most hits filed as activators; 420,000 compounds, 0.02% hits; AID 602332; note: potency is the fitted concentration of half-maximal effect; series mostly up to about 76 µM; % of control where 0% means no effect; nearly all actives have a fitted effect of over 35% in size
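Stably transfected U87-MG human glioma cells carrying a GRP78-based luminescent sensor were seeded at 1000 cells/well, pin-dosed with compounds and incubated 16 h. Luciferase reagent was then added, and end-point luminescence was read after 10 min at room temperature.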
Vif-A3G inh – blocks the Vif interaction with human APOBEC3G; AID 602310; HeLa A3G-eYFP + Vif (tagged APOBEC3G with the HIV-1 protein that degrades it), YFP fluorescence, overnight; Q9HC16; 410,000 compounds, 0.076% hits; Potency, µM (titrated, usually from 46.1 µM), for the others: at the highest dose activity, negative = active, hits mostly inhibitors;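 note: potency is the fitted concentration of half-maximal effect; % is set by controls: 0 for no effect and ±100 for the full control effect; nearly all actives have a fitted effect of over 60% in size; hits raise eYFP signal because A3G escapes Vif-driven loss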
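HeLa cells stably expressing Vif and C-terminally eYFP-tagged A3G, seeded overnight at 37 deg C, then exposed to compound by pintool overnight at 37 deg C. Rise in yellow fluorescence (Ex 488/Em 500-530, Acumen) marks blocked Vif-driven A3G degradation.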
Vif-APOBEC3F blk – blocks the Vif interaction with APOBEC3F; HeLa A3F-eYFP + Vif (tagged APOBEC3F with the HIV-1 protein that degrades it), YFP fluorescence increase; 390,000 compounds, 0.2% hits; Potency, µM (series often up to 46.1 µM), without a hit: at the highest dose activity, negative = active; note: potency is the fitted concentration of half-maximal effect; % of control where 0% means no effect; nearly all actives have a fitted effect of over 65% in size
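HeLa cells stably expressing A3F-eYFP plus Vif, plated and incubated overnight at 37 deg C, then exposed to compounds overnight at 37 deg C. Blocked degradation read as raised yellow fluorescence (Ex 488/Em 500-530).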
D1 antag – human D1 dopamine receptor antagonism; P21728; AID 504652; 360,000 compounds, 3.2% hits; activity change, negative = inhibition, % at 10 µM; HEK293 TREx D1 cells, calcium flux, dopamine EC80; active compounds read low; in the data active = activity change below about -30%; note: % is set by controls: 0 for no effect and ±100 for the full control effect
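Calcium flux readout: force-coupled, inducible Hek293 Trex D1 line, cells induced overnight at 30 C with tetracycline, dye-loaded 30–90 min at RT. Antagonism scored against EC80 dopamine challenge given 180 s after compound.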
Starred values were filed as active, the others as inactive; ? = inconclusive; . = not tested or not shown; & = joins results of further samples. Unless noted, calls come from the whole dose curve; as a rule, active = well fitted curve in the direction sought with a large enough effect; inconclusive = small, poorly fitted or top-dose-only effect, or another doubt; inactive = no such curve, though single readings can be large; an effect the other way counts as inactive or inconclusive. Only part of the results is shown. The share of hits here may be higher or lower than overall.

SMILES	D2 PAM	RXFP1 agonist	D1 potentiator	D1 agonist	LDHA inh	Glioma ERSR ind	Vif-A3G inh	Vif-APOBEC3F blk	D1 antag
COc1cccc(CNC(=O)CNC(=S)N(Cc2ccccc2)Cc2ccccc2F)c1	11	0.2%	-3	2	-6	-10%	-1%	1%	-14
CC1CN(CC(O)COC(c2ccccc2)c2ccccc2)CC(C)O1 (configuration not stated)	.	0.9%	-1	0	-24	0%	1%	-1%	17
O=[N+]([O-])c1ccccc1CN1CCN(Cc2ccccn2)CC1	-1	0.7%	-8	3	-22	-6%	-4%	0%	10
O=C(Cn1c(=O)oc2ccccc21)NCCc1ccccc1	15	4.1%	0	0	-5	-4%	0%	10%	3
C[C@H](NC(=O)OCc1ccccc1)c1nnc([C@H](C)NC(=O)OCc2ccccc2)o1	9	3.5%	-3	1	-1	-5%	5%	6%	2
CCN1C(=O)[C@@H]2[C@@H](c3ccc(-c4ccc(C(C)=O)cc4)c(OC)c3)N3CCCC[C@@]3(C(=O)OC)[C@@H]2C1=O	.	0.9%	-10	4	-2	-3%	0%	-1%	-20
CCCCn1c(N)c(N(CCOC)C(=O)CSc2nc3ccc(C)cc3[nH]2)c(=O)[nH]c1=O	-4	-0.4%	0	0	-9	-2%	0%	-4%	34
Cc1cc(S(=O)(=O)N2CCOCC2)ccc1OCC(=O)Nc1cccc(C(F)(F)F)c1	0	2.7%	-13	3	-2	-2%	-1%	12%	4
COC(=O)c1cc2occc2n1CC(=O)Nc1cc(OC)cc(OC)c1	1	3.8%	0	5	1	-3%	0%	2%	14
O=C(Nc1c(-c2cccs2)nc2ccccn12)c1ccc2ccccc2c1	-11	-1.1%	-12	0	.	.	.	.	-1
O=C(NCCN1CCOCC1)c1cc(-c2ccccc2)nc2ccccc12	.	.	.	.	-9	-2%	4%	-3%	.
Cc1ccc2cc(CN(CC(C)C)C(=O)C3CCCO3)c(=O)[nH]c2c1 (configuration not stated)	-2	-0.1%	-5	0	5	-6%	-4%	-1%	11
O=C(CN1CCN(c2ccccc2)CC1)N1CCc2[nH]c3ccccc3c2C1	-18	1.0%	-7	5	7	-6%	0%	4%	3
Fc1ccc2[nH]c3c(N4CCN(Cc5ccc6c(c5)OCO6)CC4)ncnc3c2c1	-15	-1.4%	-3	4	-18	-12%	-15%	1%	-8
CC(C)n1c(Nc2ccccc2)nc2ccccc21	-6	0.7%	-5	15	-3	-5%	2%	3%	-2
O=C1Nc2ccc(F)cc2C12Nc1ccccc1-c1nnc(SCc3ccccc3Cl)nc1O2 (configuration not stated)	15	1.4%	1	1	13	3%	-16%	-10%	-2
CCOC(=O)c1c(S(=O)(=O)Nc2ccc(F)cc2C)c(C)n(C)c1C	4	-1.6%	-8	0	-2	-4%	-7%	-4%	17
CC(C)CCn1c(Cl)nc2c1c(=O)n(C)c(=O)n2C	.	3.0%	1	25	-5&4	-5%	5%	-7%	-6
Cc1cn([C@H]2C[C@H](N=[N+]=[N-])[C@@H](CO)O2)c(=O)[nH]c1=O	-10	2.2%	-4	3	-7	-1%&-3%&-5%	0%	-6%	-3
O=C(NCCc1ccccc1)C(=O)Nc1ccc2c(c1)OCCO2	-9	0.0%	-9	4	-5	-5%	0%	-1%	7
COc1ccc(C)cc1NCc1ccc(OC)c(C)c1OC	-2	-0.6%	-4	3	-2	-2%	-2%	4%	20
Oc1ccc(Cl)cc1CNCc1ccc(F)cc1	-15	-0.2%	-8	60*	-2	-1%	4%	-7%	-16
COc1ccc(NC(=O)c2ccc(C)cc2Cl)c([N+](=O)[O-])c1	16	2.9%	-2	2	-1	5%	-2%	0%	-5
Nc1c(C=C2C=CC(=O)C=C2)c(=O)nc2sc(CC(=O)N3CCCCC3)nn12	4	2.4%	-2	5	-3	-5%	1%	0%	9
O=C(Nc1cccc(-c2nc3ccccc3c(=O)o2)c1)c1ccccc1	.	3.6%	-2	0	-8	6%	-7%	?	2
CC(C)CCC1=NN(C(=O)c2ccco2)C(O)(C(F)(F)F)C1 (configuration not stated)	14	-0.8%	-5	4	-6	-2%	-5%	-7%	9
O=C(CNS(=O)(=O)c1ccc(Br)s1)NCc1ccc(F)cc1	.	2.4%	-4	2	-5	-2%	-8%	-10%	-12
CC1=NN(C(=O)CCc2ccccc2O)C(O)(C(F)(F)F)C1 (configuration not stated)	-7	2.1%	3	1	-10	-5%	-3%	-6%	12
COc1ccc(CC(=O)Nc2cccc(C(=O)O)c2C)cc1	0	0.4%	0	5	1	2%	2%	-9%	-1
CN(C)CCCNc1c2ccccc2nc2ccccc12	-10	-4.2%	-4	6	3	-8%	9%	-8%	2
OC(CNCCNc1ncccc1C(F)(F)F)Cn1ccc2ccccc21 (configuration not stated)	.	-0.4%	-1	26	4	-5%	-1%	?	-36*
CCc1ccc(C(C#N)=CC=Cc2ccccc2)cc1	.	.	.	.	1	3%	?	-13%	.
CCCCOC(=O)C[N+](C)(C)CCOC1CC2CCC1(C)C2(C)C (configuration not stated)	-6	-0.4%	-2	0	5&7	-4%	3%	1%	2
CN1CCN(C(=O)CCn2nc(-c3ccccc3)c3ccccc3c2=O)CC1	-4	2.5%	-1	2	-2	-11%	4%	.	19
O=C(NCCc1ccc2c(c1)OCCO2)c1cc(S(=O)(=O)N2CCCC2)ccc1Br	.	.	.	.	-6	-2%	0%	2%	.
COC(=O)c1[nH]c2ccc(C)cc2c1NC(=O)c1ccccc1[N+](=O)[O-]	2	1.5%	-2	-1	-3	-3%	-3%	1%	-36*
CCOC(=O)C(C)Oc1ccc(NC(=O)C(Cl)Cl)cc1 (configuration not stated)	1	1.6%	-3	0	-2	0%	-1%	3%	-10
CCS(=O)(=O)N1CCC(NC(=O)c2cc(OC)cc(OC)c2)CC1	13	1.5%	-3	1	-2	2%	2%	0%	5
COc1ccc(C2=NOC(Cn3nc(-c4ccccc4)cc3C(=O)NCc3cccc(Br)c3)C2)cc1 (configuration not stated)	.	.	.	.	-3	-6%	1%	4%	.
CCOC(=O)c1sc(NC(=O)CN2C(=O)NC3(CCCCCCC3)C2=O)c(C(=O)OCC)c1C	7	0.7%	5	2	-5	-1%	-5%	0%	9
C=CCOc1ccccc1CN1CCC(CO)(CCOc2ccccc2)CC1	-20	6.9%	-5	17	-1	-5%	10%	-6%	0
COC(=O)c1sccc1S(=O)(=O)NC(C)c1cnn(-c2ccc(OC)cc2)c1C (configuration not stated)	3	-0.3%	1	3	0	-5%	-3%	?	-50*
Cc1ccc(Cl)cc1N1CCN(S(C)(=O)=O)CC1	-2	-0.3%	-4	2	0	0%	0%	8%	-12
Cc1ccccc1NC(=O)COC(=O)CC1CCCC1	3	0.3%	-5	1	-6	3%	-1%	7%	-2
O=C(CSc1nnc(-c2cccnc2)o1)Nc1ccc(Br)cc1	-13	19%	-6	5	-1	0%	0%	-37%	4

3 entries out of the list above, sorted by the value under D1 potentiator, high to low.
SMILES | D2 PAM | RXFP1 agonist | D1 potentiator | D1 agonist | LDHA inh | Vif-APOBEC3F blk | D1 antag
CCCCOC(=O)C[N+](C)(C)CCOC1CC2CCC1(C)C2(C)C (configuration not stated) | -6 | -0.4% | -2 | 0 | 5&7 | 1% | 2
Cc1ccccc1NC(=O)COC(=O)CC1CCCC1 | 3 | 0.3% | -5 | 1 | -6 | 7% | -2
O=C(CSc1nnc(-c2cccnc2)o1)Nc1ccc(Br)cc1 | -13 | 19% | -6 | 5 | -1 | -37% | 4

More compounds
SMILES	D2 PAM	RXFP1 agonist	D1 potentiator	D1 agonist	LDHA inh	Glioma ERSR ind	Vif-A3G inh	Vif-APOBEC3F blk	D1 antag
COc1cccc(C(=O)Oc2ccc3c(C)cc(=O)oc3c2C(C)=O)c1	7	2.0%	0	8	-3	0%	-1%	-17%	7
Cc1cc(C)c2sc(N(CCN(C)C)C(=O)CCS(=O)(=O)c3ccccc3)nc2c1	-6	0.5%	4	19	5	-2%	-5%	-16%	0
COc1ccc2[nH]c(C)c(C(=O)CN3CC(C)OC(C)C3)c2c1 (configuration not stated)	4	0.5%	-3	3	-3	-3%	1%	-7%	-5
COc1ccc(-c2n[nH]c3c2cnc2ccc(F)cc23)cc1	-5	-0.6%	2	0	1	-2%	1%	3%	-3
Cc1ccc(OCc2n[nH]c(=S)n2-c2ccccc2)cc1C	-13	0.9%	-1	1	-2	-2%	2%	-3%	-7
Cc1ccc(C)c(OCCn2cc(/C=C(/C#N)C(=O)NCC3CCCO3)c3ccccc32)c1 (configuration not stated)	-3	4.7%	-9	8	0	-3%	?	-16%	3
CC(C)Cn1c(=O)c2c(nc3n2CCCN3Cc2ccccc2)n(C)c1=O	6	-1.9%	-1	4	0	-4%	-2%	-6%	-1
CCC(C)NC(=O)C1CCN(C(=O)c2cc3sccc3n2Cc2ccc(Cl)cc2)CC1 (configuration not stated)	5	-0.3%	-5	8	-17	-1%	3%	0%	-40*
CC(=O)Nc1ccccc1-c1nc2ccccc2n(CC(=O)Nc2ccc(C)c(Cl)c2)c1=O	-1	-0.2%	-3	0	3	-3%	2%	0%	-26
COc1ccc(C(=O)N2CCN(c3ccc(C(C)=O)cc3F)CC2)cc1S(=O)(=O)NC1CC1	.	-1.4%	-3	2	-3	-3%	-3%	3%	0
COc1ccc(NC(=O)CSc2nnc(C)s2)cc1S(=O)(=O)N1CCOCC1	9	1.5%	1	2	-2	1%	2%	1%	-3
CCCc1nnc(NC(=O)c2ccncc2)s1	7	2.7%	-3	0	-9	1%	-9%	6%	-12
O=[N+]([O-])c1ccccc1N=NNc1ccccc1	.	.	.	.	-18	8%	-11%	4%	.
CNC(=O)COc1ccc(S(=O)(=O)Nc2ccc(OC)cc2)cc1	-9	-1.2%	-6	1	-7	-3%	0%	1%	-7
COc1cc(S(=O)(=O)N2CCCCC2)ccc1NC(=O)/C=C/c1ccccc1	.	1.4%	8	3	-2	0%	-8%	-8%	-18
Cc1nc(CS(=O)(=O)c2ccc(Cl)cc2)cc(N2CCOCC2)n1	17	-0.6%	1	0	-4	2%	1%	-8%	4
COc1ccc(CCN2CC(C(=O)NCc3cc(C)on3)CCC2=O)cc1 (configuration not stated)	19	0.4%	2	0	-1	-2%	2%	5%	-1
